Screening results: PubChem, Center for Chemical Genomics, University of Michigan
Dicer processing: blocks human Dicer maturation of pre-miR-21; cat-ELCCA pre-miR-21 Dicer processing, chemiluminescence; active compounds read high; z-score at 25 µM; actives 6% (n = 47,000); AID 1347074; in the data active = z-score above about 3, passing the limit was not always enough;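 also: plate controls were vehicle for no effect and no enzyme for full effect; higher signal means more uncleaved substrate so more Dicer inhibition; strong numbers were not always called active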
An asterisk follows results filed as active. Some of the compounds tested; the hit share may differ from the screen's.

SMILES | Dicer processing
Nc1c(C(=O)Nc2ccc(F)cc2)sc2nc3c(cc12)CCCCC3 | 0.8
CSc1ccc([N+](=O)[O-])cc1-c1ccn[nH]1 | 0.1
S=C(N/N=C/c1ccccc1Cl)NC1CC2CCC1C2 (configuration not stated) | -0.73
COc1ccc(Nc2nc3ccccc3nc2NS(=O)(=O)c2ccc(NC(C)=O)cc2)cc1 | 1.6
CCOC(=O)Nc1oc2ccccc2c(=O)c1CN1CCOCC1 | -0.87
Cc1cc(C)c(C#N)c(Sc2c([N+](=O)[O-])ncn2C)n1 | -3
Cc1ccc2c(c1C)OC(=O)CC2c1ccccc1 (configuration not stated) | -0.09
O=C1CC(c2cccs2)CC2=C1C(c1cccc(Cl)c1)n1c(nc3ccccc31)N2 (configuration not stated) | 0.88
CCOC(=O)C(NC(=O)Nc1ccccc1)(Nc1ccc(C)cc1)C(F)(F)F (configuration not stated) | 1.8
CCOC(=O)c1cc(NC(=O)Nc2cccc(Cl)c2)ccc1Oc1cncc(Cl)c1 | 0.38
CC(=O)C(/C=N/c1ncc(C(F)(F)F)cc1Cl)=C(\C)O | 0.9
CCCc1cnc(N2CCCNCC2)nc1 | -1.1
CC(=O)OC[C@H](OC(C)=O)[C@H](OC(C)=O)C12COC(=O)C(N1C(C)=O)C(C)(C)S2 (some centres not stated) | -1.1
COc1cc2c(cc1OC)C(c1sc3ccccc3c1Cl)=NCC2 | 1.2
Cc1ccnc(NS(=O)(=O)c2ccc(Br)cc2)c1 | 2.6
Cc1cc(C)c(S(=O)(=O)Nc2cccc3ccc(C)nc23)c(C)c1 | -0.95
CCCSc1ccc2c3c(cccc13)C(=O)N(c1ccccc1)C2=O | -1.1
COc1ccc(C2/C(=C(/O)c3ccc(C)cc3)C(=O)C(=O)N2CC(C)O)c(OC)c1 (configuration not stated) | -2.4
O=C(CCn1nnc(-c2cccc(Cl)c2Cl)n1)NNC(=S)Nc1ccc(Cl)c(Cl)c1 | 9.4*
Cn1c(SCc2nc(-c3ccccc3)no2)nnc1-c1ccco1 | 0.3
COc1ccc(C2C3=C(CC(C)(C)CC3=O)Nc3nc(SCc4ccc(Cl)cc4)[nH]c(=O)c32)cc1 (configuration not stated) | 2.6
CCOC(=O)Cc1csc(N2C(=O)CC(c3ccccc3)CC2=O)n1 | -0.18
Clc1ccc(CN2CCCN(c3ncnc4scc(-c5ccccc5)c34)CC2)cc1Cl | -0.88
CCOC(=O)COc1ccc(C)c2c1CCC2 | -0.08
CC1=C(C#N)C(c2ccc(C#Cc3ccccc3)s2)C2=C(CCCC2=O)N1 (configuration not stated) | 0.07
Cn1c(=O)c2c(nc(NCCO)n2CC(O)COc2ccccc2)n(C)c1=O (configuration not stated) | -1.6
O=c1c(-c2nc(-c3ccc(Cl)cc3)no2)cnc2n1CCS2 | -1.6
CC(=O)Oc1ccccc1C(=O)OCC(=O)c1ccc(OCc2ccccc2)cc1 | 1.3
O=C(NCCO)C1COc2ccccc2O1 (configuration not stated) | 3
O=C(c1cccs1)n1nccc1-c1cccs1 | -1.3
Cc1cc(C)c2oc3nc(N)c(C#N)cc3c(=O)c2c1 | -2.9
COc1cc(CN(C)C)c(O)c(CN(C)C)c1 | 2.1
CC1(C)CC(N2CCN(C3CC(C)(C)NC(C)(C)C3)CC2)CC(C)(C)N1 | -0.96
Cc1ccc(-c2nc(S(=O)(=O)c3ccc(C)cc3)c(N3CCOCC3)o2)cc1 | -2.8
CCOc1cc(S(=O)(=O)Nc2ccccn2)ccc1Cl | 0.95
Cc1ccc(C)n1-c1ccc(Cl)c(C(=O)O)c1 | 8.2*
NC(N)=NC(N)=Nc1ccc(I)cc1 | 0.02
CCOc1ccccc1C(=O)NC(Nc1ccc(C)cn1)(C(F)(F)F)C(F)(F)F | -1.2
Cn1nc2nc(-c3ccccc3)cc(-c3ccccc3)[n+]2n1 | 72
CC(=O)OC[C@@H](OC(C)=O)[C@@H](OC(C)=O)C1OC(=O)C2N(C(C)=O)[C@H]1SC2(C)C (some centres not stated) | -0.11
Cn1c(=O)c2c(nc(NCCCO)n2Cc2ccccc2F)n(C)c1=O | 0.32
CCOC(=O)C1=C(C)NC2=C(C(=O)CC(C)(C)C2)C1c1ccc(N(CC)CC)cc1 (configuration not stated) | 0.01
COc1ccc(/C=C2\CCC/C(=C\c3ccc(OC)cc3)C2=O)cc1 | -0.3
CSc1nc(-c2ccc(C(F)(F)F)cc2)nc(N)c1C#N | -0.97
Cc1ccc2[nH]c(=O)c(NC(N)=O)nc2c1 | 0.24
COc1cc(Br)cc(C2NC(=O)c3c(sc4c3CCN(C)C4)N2)c1O (configuration not stated) | -0.5
CC1CCC2C(=O)N(c3ccc(Br)cc3)C(=O)C2C1 (configuration not stated) | -0.28
CSc1nc(N)nc(N2CCSCC2)n1 | -2.8
CC(C)(C)NC(=O)CSc1ncccn1 | 14
COc1cc(/C=C/c2[nH]c(=O)[nH]c(=O)c2[N+](=O)[O-])ccc1OC(C)C | 0.03
CCn1nc(C)cc1-c1nnc(SCc2ccccc2)n1-c1ccc(Cl)cc1 | 0.35
O=C(CSc1nnc2ccccn12)Nc1ccc(Cl)cc1 | 0.1
O=[N+]([O-])c1ccc(N2CCSCC2)cc1Oc1nc2cc(Cl)ccc2s1 | 0.71
C/C(=N\OC(=O)c1ccc(Cl)c(Cl)c1)c1ccc(F)c(F)c1 | 0.29
COc1ccc(-c2nnc3n2-c2ccccc2OC3)cc1 | -2.1
O=S(=O)(Nc1cc(-c2cccs2)nn1-c1ccc(F)cc1)c1cccc(F)c1 | -1.2
N#C/C(=C\Nc1ccc2c(c1)OCCO2)S(=O)(=O)c1ccc(C(F)(F)F)cn1 | -0.25
NNC(=O)c1oc2nc(-c3ccccc3)cc(-c3ccccc3)c2c1N | -3.7
CC(C)OC(=O)Cn1c(=O)oc2ccccc21 | 4*
O=C(OCc1ccccc1)C1=NNC2C(=O)N(c3cccc(Cl)c3)C(=O)C12 (configuration not stated) | 1.6
The listing continues:
SMILES | Dicer processing
COC(=O)c1ccncc1C(=O)Nc1ccc(C)cc1 | -0.74
Cc1ccc(C)n1-c1sc2c(c1C(=O)NNC(=O)C(C)(C)C)CCCC2 | -0.68
O=C(O)C1C2CC=CC2c2cc(Cl)cc3c2N1CC1CC=CC31 (configuration not stated) | 0.63
CCOC(=O)N/N=C/c1cc(C(F)(F)F)cc(C(F)(F)F)c1 | -0.34
Cn1c(=O)c2c(nc(Sc3ccccc3)n2Cc2ccc(Cl)cc2Cl)n(C)c1=O | 1.3
CCc1ccc(C2CC(c3cccc(C)c3)n3nc(N)nc3N2)cc1 (configuration not stated) | -0.17
O=C(NCCc1c[nH]c2ccccc12)C(=O)Nc1ccc2c(c1)OCO2 | 0.74
CCC(=O)Oc1cc(C)c2sc3ccccc3c(=O)c2c1 | 4.4*
CCOC(=O)CSc1nc(-c2cccs2)cn1-c1ccc(C)cc1 | -1.1
Cc1ccc(S(=O)(=O)N(C)CC(O)Cn2c3ccccc3c3ccccc32)cc1 (configuration not stated) | -0.68
O=c1oc(-c2ccc(Br)cc2)nc2sc3c(c12)CCC3 | -0.23
COC(=O)C1=C(C)Nc2nc3ccccc3n2C1c1sccc1C (configuration not stated) | -0.1
Cn1c(=O)c2c(nc(N3CCCCC3)n2Cc2ccc(Cl)cc2)n(C)c1=O | 0.07
COc1cccc(C2c3c(oc4ccccc4c3=O)C(=O)N2c2nnc(C(C)C)s2)c1 (configuration not stated) | -0.18
O=C(NNc1ccc(-c2csnn2)cc1)Nc1ccc(Cl)cc1 | 0.77
COc1cc(C(=O)NNC(=O)c2cc(Cl)cc(Cl)c2)c(-n2c(C)ccc2C)cc1OC | 0.01
COc1ccc(O)c(C2=NN3C(C2)c2cccc(OC)c2OC3c2ccccc2F)c1 (configuration not stated) | 0.02
CCOc1ccc2[nH]c(C3C(=O)c4ccccc4C3=O)cc(=O)c2c1 | -0.57
O=C(Nc1ccc([N+](=O)[O-])cc1)Nc1csc(Cc2ccsc2)n1 | 1.9
O=C(O)CCSc1nc2ccccc2n1-c1ccccc1 | 1.8
Cc1cc(=O)[nH]c(SCc2nc3ccccc3n2C)n1 | 0.1
CCN(CC)c1ncc2c(=S)[nH]c(=S)[nH]c2n1 | -0.96
CCOc1ccc(S(=O)(=O)Nc2cnc3ccccc3c2)cc1 | -2.8
Cc1nn(C)c2sc(C(=O)Nc3ccc4nccnc4c3)cc12 | 2.2
CCN1CCN(S(=O)(=O)c2ccc(C(C)(C)C)cc2)CC1 | -0.64
COc1ccc(C2=NN(C(=O)CCCC(=O)O)C(c3ccc(Cl)cc3)C2)cc1OC (configuration not stated) | -1
CC(C)(C)NNC(=S)Nc1cccc(F)c1 | -0.44
Cc1ccccc1OC1C(=O)N(Cc2ccc3c(c2)OCO3)C1c1ccc2c(c1)OCO2 (configuration not stated) | 0.63
Cc1cc(C(=O)N(c2ccccc2)C(C)C2CC2)c(Cl)cc1Cl (configuration not stated) | 0.47
CN(C)CCCNCc1cccn1C | 3.1*
NCCSSCCN | -0.82
CCOC(=O)c1cc(C(C)(C)C)nc(SC)c1C#N | 0.35
CCOc1cccc2c1OC(c1ccc(F)cc1)C([N+](=O)[O-])=C2 (configuration not stated) | 0.25
CCOc1ccc(/C=N/NC(=S)Nc2ccc(S(=O)(=O)N3CCCCC3)cc2)cc1 | 7.3*
OCCn1c(-c2ccc(-c3ccccc3)cc2)cn2c3ccccc3nc12 | 2.9
Cc1ccc(Cl)c2c1NC(=O)C2(O)CC(=O)c1ccc(C(C)C)cc1 (configuration not stated) | -0.7

Sorted by number of heavy atoms (smallest number first): part of the list above.
SMILES | Dicer processing
CN(C)CCCNCc1cccn1C | 3.1*
Cc1ccc(S(=O)(=O)N(C)CC(O)Cn2c3ccccc3c3ccccc32)cc1 (configuration not stated) | -0.68
COc1ccc(C2=NN(C(=O)CCCC(=O)O)C(c3ccc(Cl)cc3)C2)cc1OC (configuration not stated) | -1

Continuation:
SMILES | Dicer processing
CC1CCc2c(sc(N)c2C(=O)Nc2ccc(Cl)cc2)C1 (configuration not stated) | 1.4
c1ccc(-n2nnnc2CSc2nnc3sc4ccccc4n23)cc1 | -0.92
CC1=C(C)C(=O)C(CCCCC#CCCCC#CCO)=C(C)C1=O | -0.35
O=C(NCc1ccc(S(=O)(=O)Nc2ccc(Oc3ncnc4cc(Cl)ccc34)nc2)s1)c1ccccc1 | -0.37
CC1=C(C(=O)OC(C)C)C(c2cccc(OCc3ccccc3)c2)n2ncnc2N1 (configuration not stated) | 0.32
COc1cccc([C@@H]2Nc3ccc(C(=O)O)cc3[C@@H]3C=CC[C@@H]32)c1OC | -0.33
COc1cc2c(cc1OC)C(C)N(S(=O)(=O)c1cn(C)cn1)CC2 (configuration not stated) | 0.44
Cn1c(SCCS(=O)(=O)c2ccc(Cl)cc2Cl)nnc1-c1ccco1 | -0.82
CC(=O)Oc1ccc2nc(-c3ccc(C(C)(C)C)cc3)oc(=O)c2c1 | 2
CCOc1ccc(C2C(C(=O)OC(C)C)=C(C)Nc3nc4ccccc4n32)cc1 (configuration not stated) | 0.81
C/C(=N\NC(=S)NC(C)(C)C)c1ccc(Oc2ncc([N+](=O)[O-])s2)cc1 | -1.2
COCCOC(=O)C1=C(C)N=C2SCCC(=O)N2C1c1ccc(OC(C)=O)cc1 (configuration not stated) | -0.02
CCn1c(C)nc2c(=O)oc3ccccc3c21 | -0.79
O=C(O)c1nn(-c2ccc(Cl)cc2)c(=O)c2ccccc12 | -0.06
CCSc1nnc2c(n1)OC(C)=Nc1ccccc1-2 | 1.9
O=C(O)C1CC(=O)N(Cc2ccccc2Cl)C1 (configuration not stated) | -1
CC1=C(C(=O)OC2CCCCC2)C(c2coc3ccc(C)cc3c2=O)C2=C(CC(C)(C)CC2=O)N1 (configuration not stated) | 1.1
CC1(C)c2ccccc2N(CCC(N)=O)C12C=Cc1c(ccc3ccccc13)O2 (configuration not stated) | -0.13
CCOC(=O)/C(C#N)=C/NN(C)c1ccc(C(F)(F)F)cc1[N+](=O)[O-] | -0.69
O=C(OCCOCCN=C1NS(=O)(=O)c2ccccc21)c1ccccc1 | 1.1
COC(=O)C1C2C=CC3(CN(CCc4ccccc4)C(=O)C13)O2 (configuration not stated) | -0.06
O=[N+]([O-])c1ccsc1NCc1ccccc1 | -1.1
O=C(CSCc1c(-c2ccccc2)nnn1-c1ccc(F)cc1F)Nc1ccc(Cl)cc1 | 0.41
CC1=NN(c2cccc(C(=O)O)c2)C(=O)/C1=C\c1ccc(-c2ccc(Cl)c(C(=O)O)c2)o1 | -1.2
O=C(c1cnn2c(C(F)(F)F)cc(-c3ccc(Br)cc3)nc12)N1CCCC1 | -0.43
c1ccc2sc(SCCCN3CCCCC3)nc2c1 | -0.7
COc1ccc2c(c1)c(=O)oc1c(C)c3occ(-c4ccc(F)cc4)c3cc12 | -0.64
COc1ccc(/C=C2/N=C(SC)NC2=O)cc1OC | 0.71
O=[N+]([O-])c1cccnc1Sc1cccs1 | -0.46
Oc1ccccc1/C=N/c1ccnn1-c1ccccc1 | 2
CC1CCN(c2oc(-c3ccco3)nc2S(=O)(=O)c2ccc(Cl)cc2)CC1 | -0.04

Filtered by structure, the compounds so far containing two or more sulfur atoms.
SMILES | Dicer processing
O=C(c1cccs1)n1nccc1-c1cccs1 | -1.3
CSc1nc(N)nc(N2CCSCC2)n1 | -2.8
O=[N+]([O-])c1ccc(N2CCSCC2)cc1Oc1nc2cc(Cl)ccc2s1 | 0.71
O=S(=O)(Nc1cc(-c2cccs2)nn1-c1ccc(F)cc1)c1cccc(F)c1 | -1.2
CCOC(=O)CSc1nc(-c2cccs2)cn1-c1ccc(C)cc1 | -1.1
O=C(Nc1ccc([N+](=O)[O-])cc1)Nc1csc(Cc2ccsc2)n1 | 1.9
CCN(CC)c1ncc2c(=S)[nH]c(=S)[nH]c2n1 | -0.96
NCCSSCCN | -0.82
CCOc1ccc(/C=N/NC(=S)Nc2ccc(S(=O)(=O)N3CCCCC3)cc2)cc1 | 7.3*
c1ccc(-n2nnnc2CSc2nnc3sc4ccccc4n23)cc1 | -0.92
O=C(NCc1ccc(S(=O)(=O)Nc2ccc(Oc3ncnc4cc(Cl)ccc34)nc2)s1)c1ccccc1 | -0.37
Cn1c(SCCS(=O)(=O)c2ccc(Cl)cc2Cl)nnc1-c1ccco1 | -0.82
C/C(=N\NC(=S)NC(C)(C)C)c1ccc(Oc2ncc([N+](=O)[O-])s2)cc1 | -1.2
c1ccc2sc(SCCCN3CCCCC3)nc2c1 | -0.7
O=[N+]([O-])c1cccnc1Sc1cccs1 | -0.46
